# EP2 modulator = modulators of human EP2 prostaglandin E2 receptor; P43116; EP2-expressing cells, cAMP HTRF FRET, PGE2 co-stimulation; induction, % at 25 µM; 260,000 compounds, 0.83% hits;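 active = compounds whose cAMP rise, as percent of the full-agonist control response, exceeds 60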;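 note: rat C6 glioma line stably carrying human EP2 under a CMV promoter; the protocol text gives 20 µM as final concentration; 100% = response of wells given 1 µM PGE2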
# Target sequence (P43116 whole entry, looked up): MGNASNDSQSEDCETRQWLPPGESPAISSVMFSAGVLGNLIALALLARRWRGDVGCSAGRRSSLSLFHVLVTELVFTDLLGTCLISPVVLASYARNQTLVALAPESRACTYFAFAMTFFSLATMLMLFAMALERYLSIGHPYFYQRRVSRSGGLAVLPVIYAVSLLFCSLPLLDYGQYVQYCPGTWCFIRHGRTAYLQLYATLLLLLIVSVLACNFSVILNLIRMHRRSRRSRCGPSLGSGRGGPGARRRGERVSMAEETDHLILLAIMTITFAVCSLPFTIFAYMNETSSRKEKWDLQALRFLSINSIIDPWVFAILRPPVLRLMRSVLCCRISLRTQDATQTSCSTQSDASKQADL
# Active calls of the source: *.
compound | EP2 modulator
CC(C)OC(=O)CC12CN3CC(CC(=O)OC(C)C)(CN(C1)C(=O)c1ccccc1C3=O)C2 | -18
COC(=O)c1cc(-c2ccc(C=C3C(=O)OC4(CCCC4)OC3=O)o2)ccc1Cl | -107
Cc1ccc2oc(-c3cc(NC(=O)c4ccncc4)ccc3Cl)nc2c1 | 26
COCCCN1C(=O)C(O)=C(C(C)=O)C1c1ccc(C(C)C)cc1 (stereo unspecified) | -9
CNC(=O)Cc1nc2ccccc2n1CC(=O)O | -4
CCOc1cc(Br)cc(/C=C2\SC(N)=NC2=O)c1O | -75
C=COCCNC(=O)C1CCN(c2nc3ccccc3n2CC)CC1 | -36
O=C(Cn1c(-c2cccs2)cc2cccnc21)NCCc1ccncc1 | -14
O=C(/C=C/c1ccc(-c2nc3ccccc3s2)o1)c1cccs1 | -11
CCc1ccc2nc(SCC(=O)OC(C)C)c(C#N)cc2c1 | -23
O=C(C1CCCC1)N1CCC(n2nc(-c3cccs3)ccc2=O)CC1 | 25
CCOc1ccc(NC(=O)N2CCCC2C(=O)NCc2ccco2)cc1 (stereo unspecified) | -11
CCCNC(=S)N(CCN1CCOCC1)Cc1cc2cc(C)cc(C)c2[nH]c1=O | 22
O=C(NC1CCCc2ccccc21)C1CCN(c2ccc(S(=O)(=O)N3CCCC3)cc2)CC1 (stereo unspecified) | 9
Cc1cc(C)cc(OCC(=O)N2N=C3CCCCC3C2(O)C(F)(F)F)c1 (stereo unspecified) | -79
CCC(C)(C)n1nnnc1C(C(C)C)N(Cc1ccco1)Cc1cc2cc(C)ccc2[nH]c1=O (stereo unspecified) | 49
CCC(=O)N(Cc1cc2cc(OC)ccc2[nH]c1=O)c1ccc(C)cc1 | -5
O=c1sc2ccccc2c(Cl)c1[N+](=O)[O-] | -26
COCCCN1C(=O)C(O)=C(C(C)=O)C1c1ccc(F)cc1 (stereo unspecified) | -5
COc1ccc(NC(=O)CSc2nnc3c(C)cc4ccc(OC)cc4n23)c(OC)c1 | -7
O=C1c2ccccc2N[C@H](c2cc(Cl)cc(Cl)c2O)N1CCc1ccccn1 | 8
CC(C)(C)c1cn2ccc3ccccc3c2n1 | -101
c1ccc(SC(Sc2ccccc2)c2ccc3c(c2)OCO3)cc1 | 27
CCOc1ccc2[nH]c3nc(SCC(=O)Nc4ccccc4F)nnc3c2c1 | -37
COc1ccccc1NC(=O)N(CCO)Cc1cc2cc3c(cc2[nH]c1=O)OCO3 | 1
O=c1[nH]c(/C=C\c2ccc(N3CCCC3)cc2)nc(O)c1[N+](=O)[O-] | -17
COc1ccc(-c2csc3ncn(CC(=O)N4CCCCC4)c(=O)c23)cc1 | -55
COc1ccc(-c2ccc(=O)n(C3CCN(S(C)(=O)=O)CC3)n2)cc1F | -17
COc1ccc2cc(C(=O)N3CCc4c(nc(C)[nH]c4=O)C3)[nH]c2c1 | -14
COc1ccc(CCNC2CCN(Cc3ccccc3)CC2c2ccccc2)cc1OC (stereo unspecified) | -29
Cn1c(=O)[nH]c(=O)c2c1nc(Br)n2CC(O)CO (stereo unspecified) | 9
Cc1cc(C(F)(F)F)n2nc(C(=O)N3C4CCC3CC(c3ccc(F)cc3)C4)cc2n1 (stereo unspecified) | 2
CCCNC(=O)CSc1nc(-c2ccc(OC)cc2)cc(C(F)(F)F)n1 | -114
COCCNC(=O)Cn1cc(/C=C2\C(=O)NC(=O)N(c3ccccc3)C2=O)c2ccccc21 | 41
C[C@H](Cn1nnc2ccccc21)NC(=O)c1ccncc1 | 21
CCC(C)(C)NC(=O)C(c1ccncc1)N(C(=O)Cn1nnc2ccccc21)c1ccccc1F (stereo unspecified) | 10
Cc1cnc(NC(=O)CN2CCC(N3CCCCC3)CC2)s1 | 4
CCOc1ccccc1NC(=O)CSc1ncnc2sc3c(c12)CCC(C)C3 (stereo unspecified) | 65*
Cc1ccc(S(=O)(=O)Nc2ccccc2C(=O)c2ccc(C)c(C)c2)cc1 | 4
OCCNc1nc(-c2cccc(Cl)c2)nc2ccccc12 | -58
c1ccc(Cc2nc3cc4ccccc4cc3[nH]2)cc1 | -119
CC[C@@H](Cn1nnc2ccccc2c1=O)NC(=O)CCn1ncc2ccccc21 | -13
O=C(Nc1nnc(C(F)(F)F)s1)c1c(Cl)cccc1Cl | 16
CCCN1CCN(C(c2cc3cc(OC)ccc3[nH]c2=O)c2nnnn2C2CCCC2)CC1 (stereo unspecified) | 20
Cc1cc(C)nc(SCC(=O)Nc2ncc(Cc3ccccc3Cl)s2)n1 | 28
CC(=O)Oc1ccc(C(=O)Nc2nnc(C(C)C)s2)cc1 | -17
CCc1nn(CC(=O)O)c(=O)c2cc3sccc3n12 | -14
COCCn1nnnc1C(c1ccc(OC)cc1)N1CCN(C2CCCCC2)CC1 (stereo unspecified) | 0
COc1cc(/C=C2\C(=O)NC(=S)N(c3ccc(Br)cc3C)C2=O)ccc1O | -95
CC1(C)[C@H]2CC[C@]1(C)[C@H](OC(=O)CSC#N)C2 | -9
Cc1ccc2c(c1)c1nnc(SCC(=O)Nc3ccccc3N3CCCCC3)nc1n2CC(=O)O | 6
COc1ccc(C(c2nnnn2C2CCCC2)N2CCN(C(=O)c3ccco3)CC2)cc1OC (stereo unspecified) | 13
Fc1ccccc1-c1cn2c(-c3ccco3)c(-c3ccco3)nnc2n1 | -39
CN(C)/N=N/c1nc[nH]c1C(N)=O | 11
CCN(CC)S(=O)(=O)c1ccc(S(=O)(=O)N2CCN(S(C)(=O)=O)CC2)cc1 | 0
COc1ccc(Cl)cc1NC(=O)CSc1nnc2c3c4c(sc3ncn12)CCCC4 | 0
COc1ccc(CN(Cc2ccncc2)C2CC(C)(C)NC(C)(C)C2)cc1O | 0
Cc1ccc2cc(CN(CCc3ccccc3)C(=O)C3CCCCC3)c(=O)[nH]c2c1 | 43
CN(C)S(=O)(=O)c1ccc(S(=O)(=O)N2CCCCCC2)cc1 | -6
Cc1ccc(C(C)C(=O)N2CCC[C@@H](Cn3nc(-c4cccs4)ccc3=O)C2)cc1 (stereo partly specified) | -61

# Next section.
compound | EP2 modulator
C[C@]12CCC3c4ccc(O)cc4CCC3C1CC[C@@H]2OC(=O)CCC1CCCC1 (stereo partly specified) | 1
O=C(CCn1cnc2ccccc21)N1CCc2c(nc(N3CCOCC3)[nH]c2=O)C1 | 0
Cc1cc2c(o1)c1cnn(CC(=O)N3CCCC3)c(=O)c1n2C(C)C | -76
COc1ccccc1CC(=O)N1CCC[C@H]1Cn1nc(-c2ccc(F)cc2)ccc1=O | -38
CC(C)C(O)(C(C)C)C(C)C | 10
N#Cc1ccccc1CN1C(=O)CSC1=O | 8
Nc1cc(-c2cccs2)nn(Cc2c(Cl)cccc2Cl)c1=O | -20
O=C(c1ccc(Cl)cc1)N1CCNCC1 | -20
CCOC(=O)c1cnc2c(C)c(Cl)ccc2c1NCCO | -74
Cc1ccc(-c2nc(NC(=O)C(C)(C)C)sc2C)cc1 | -44
Cc1ccc2[nH]c(=O)c(CN(Cc3ccco3)C(c3nnnn3CCc3ccccc3)C(C)C)cc2c1 (stereo unspecified) | 24
CC(Sc1nnc(COc2ccccc2)n1C)C(=O)O (stereo unspecified) | 10
Cc1ccc(-n2nnnc2SCC(=O)c2ccc3c(c2)OCCO3)c(C)c1 | -75
CCc1ccc2[nH]c(=O)c(C(c3nnnn3CCOC)N3CCc4ccccc43)cc2c1 (stereo unspecified) | 31
O=C(O)c1cnn2cccnc12 | 7
COC(=O)c1cccc(COC(=O)CNC(=O)c2cccs2)c1 | -75
CC(C)CCNc1ncnc2[nH]ncc12 | -11
CC(C)(C)NC(=O)C1CCCN(S(=O)(=O)c2ccc(Cl)cc2)C1 (stereo unspecified) | -28
O=C(CCN1C(=O)/C(=C/c2ccc3c(c2)OCO3)SC1=S)NCCCN1CCOCC1 | -73
Cc1ncc(-c2ccncc2)c(C2CCCN(C(=O)c3cnn4cccnc34)C2)n1 (stereo unspecified) | -7
Cc1ccc2cc(C)c3nnc(SCC(=O)NCc4ccccc4)n3c2c1C | -11
COc1ccc(-c2ccc(=O)n(C[C@H](C)NC(=O)C3(c4ccc(Cl)cc4)CC3)n2)cc1 | -19
CCn1c(SCC#N)nnc1-c1ccccc1OC | -7
COCCn1c(SCC(=O)NCc2ccco2)nnc1-c1cccs1 | -23
CCOc1ccc2[nH]c(=O)c(CN(C3CCCC3)S(=O)(=O)c3ccccc3Cl)cc2c1 | 8
CCOc1cc(C2/C(=C(/O)c3cc(C)ccc3C)C(=O)C(=O)N2CCN(C)C)ccc1O (stereo unspecified) | 14
CC(C)(C)NC(=O)CSc1nnnn1-c1cccc(F)c1 | -33
COc1cccc(NC(=O)CN2CCC(Nc3nc(C)c(C)c(=O)[nH]3)CC2)c1 | -24
CCn1c(CN2CCC(O)(c3ccc4c(c3)OCO4)CC2)cnc1SC | -39
COC(=O)C(Cc1cnc[nH]1)NC(=O)c1ccc2nc(C)[nH]c2c1 (stereo unspecified) | 12
N[C@@H](CCCCO)C(=O)O | -53
O=C(NCCc1nc(-c2cccnc2)n[nH]1)c1cccc2ncccc12 | -5
Cc1ccc(N2CC34C=CC(O3)C(C(=O)OC(C)C(=O)NC(C)(C)C)C4C2=O)c(C)c1 (stereo unspecified) | -11
Cc1cccc(C)c1NCc1nnc(SCC(=O)N2CCCc3ccccc32)n1C | 40
Cc1ccsc1CNCC(C)O (stereo unspecified) | -4
Cc1ccc(C)c2[nH]c(=O)c(CN(CC3CCCO3)C(=S)Nc3ccc(F)cc3)cc12 (stereo unspecified) | 2
CN(N=O)C(=O)N[C@@H]1[C@@H](O)[C@H](O)[C@@H](CO)O[C@@H]1O | -9
Cn1nc(CCC(=O)NCCn2nnn(-c3ccccc3)c2=O)c2ccccc2c1=O | -47
CCOC(=O)c1c(-c2ccc(OC)c(OC)c2)csc1NC(=O)C(C)C | 12
CC1=C(C(=O)Nc2ccc(C)c(C)c2)C(c2cccs2)NC(=O)N1 (stereo unspecified) | -70
CCN(CC)C(=O)Cn1cc(C(=O)c2cccs2)c2ccccc21 | -6
CN(C)c1nc(NCCNS(=O)(=O)c2ccc(Cl)cc2)nc(N(C)C)n1 | -30
Cc1ccc2c(c1)c(C)c(C(=O)NCc1nc(-c3ccccc3)no1)n2C | -96
CC1(C)Cc2ccccc2C(C(=O)Nc2ccccc2Cl)N1 (stereo unspecified) | 63*
CCC(CN1CCOCC1)NC(=O)Cc1sc(C)nc1-c1ccc(F)cc1 (stereo unspecified) | 2
COC(=O)[C@H]1CN(C(=O)c2ccccn2)C[C@@H]1c1ccc(F)cc1 | 6
CC1CCCN(CC(O)c2ccc3c(c2)CCCN3C(=O)C2CC2)C1 (stereo unspecified) | -15
CC1CCN(C(c2ccccc2)c2nnnn2C2CCCCC2)CC1 (stereo unspecified) | 28
Cc1cc2cc(CN(CCO)C(=O)c3ccccc3)c(=O)[nH]c2cc1C | 4
CCNC(=S)N(CCN(CC)CC)Cc1cc2ccc(OC)cc2[nH]c1=O | -20
CCN(CC)C(=O)Cn1cnc2c(cnn2-c2ccccc2Cl)c1=O | -26
CC(=O)c1cccc(NC(=O)C2CCN(C(=O)c3cccs3)CC2)c1 | -24
Cc1cc(C)nc(NNC(=O)c2ccccc2)n1 | 4
COc1ccc(-n2ncc3c(SCC(=O)OC4CCCCC4)ncnc32)cc1 | 43
Cc1oc2c(c1CC(=O)NCCCc1ccc(F)cc1)C(=O)CC(C)(C)C2 | -17
CS[C@@]12C(=O)C[C@@]3(C)[C@@H](CC[C@@]3(O)C(=O)CO)[C@H]1CCC1=CC(=O)CC[C@]12C | 7
CCC(c1nnnn1Cc1ccc(F)cc1)N(Cc1cc2ccc(C)cc2[nH]c1=O)C1CCCC1 (stereo unspecified) | -6
Cc1ccc(C(=O)Oc2cccc3cccnc23)cc1 | -9
O=C1NC2(CCN(C(=O)CCc3cc(Cl)no3)CC2)Nc2ccc(Cl)cc21 | 3
N#Cc1c(NC(=O)C2CCCCC2)sc2c1CCCC2 | -10

# Some of these compounds in order of the EP2 modulator value, rising.
compound | EP2 modulator
CC(=O)c1cccc(NC(=O)C2CCN(C(=O)c3cccs3)CC2)c1 | -24
CCNC(=S)N(CCN(CC)CC)Cc1cc2ccc(OC)cc2[nH]c1=O | -20
Cc1ccc(C(=O)Oc2cccc3cccnc23)cc1 | -9
CCC(c1nnnn1Cc1ccc(F)cc1)N(Cc1cc2ccc(C)cc2[nH]c1=O)C1CCCC1 (stereo unspecified) | -6
Cc1cc(C)nc(NNC(=O)c2ccccc2)n1 | 4
CS[C@@]12C(=O)C[C@@]3(C)[C@@H](CC[C@@]3(O)C(=O)CO)[C@H]1CCC1=CC(=O)CC[C@]12C | 7
COc1ccc(-n2ncc3c(SCC(=O)OC4CCCCC4)ncnc32)cc1 | 43

# Further structures follow:
compound | EP2 modulator
CSCC[C@@H](C(=O)O)N(C)C | 18
CC[N+](C)(C)CCOC(=O)c1oc2ccccc2c1C | -8
CCc1ccc2[nH]c(=O)c(C(c3nnnn3C(C)(C)C)N3CCN(C(=O)c4ccco4)CC3)cc2c1 (stereo unspecified) | -51
COc1ccccc1OCC(=O)Nn1cnnc1 | -34
Cc1sc2ncn3c(SCC(=O)Nc4ccc5c(c4)OCO5)nnc3c2c1C | -20
O=C(Cn1c(C(F)(F)F)nc2ccccc21)NC1(c2ccc3c(c2)OCO3)CCCC1 | 5
Cc1ccc(Cl)cc1NS(=O)(=O)c1ccc2c(c1)oc(=O)n2C | -27
O=C(CC1CCCC1)N1CCC[C@H](Cn2nc(-c3cccs3)ccc2=O)C1 | -100
COc1cccc(CC(=O)N2CCC(Cn3nc(-c4ccco4)ccc3=O)CC2)c1 | -47
COc1ccc(C2=NN(CC(=O)N3CCOCC3)C(=O)c3cc4ccccc4n3C2)cc1 | -29
CC1CCN(C(=O)c2cc3n(n2)C(C(F)(F)F)CC(c2ccco2)N3)C(C)C1 (stereo unspecified) | -45

# Source: PubChem (Emory University Molecular Libraries Screening Center)

# A portion of the library (hit frequency here may not be typical).
